S3 lipid droplet: qHTS Assay for Lipid Storage Modulators in Drosophila S3 Cells. 0.64% of 320,000 active. lipid storage change, negative = inhibition, % at the top dose, mostly 46.1 µM; hits show Potency in µM. Drosophila S3 cells, BODIPY lipid droplet fluorescence, 18-24 h; cells fed with added oleic acid; active = well fitted inhibition curve with a large enough effect in the signal ratio, with a control signal flat, not every such curve was filed as active; inconclusive = small, poorly fitted or top-dose-only effect, or effect the other way, or a change in a side signal; the % refers to the signal ratio
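Drosophila S3 cells got compounds at several concentrations plus oleic acid (400 uM solution). Laser-scanning cytometry with 488 nm excitation read lipid droplets at 500-530 nm and cells at 575-640 nm. Percent activity was relative to 20 uM Triacsin C.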
S3 lipid droplet cell count max: second read-out of S3 lipid droplet, no call of its own (marks repeat the call); cell number change, %; measured here: cell count max response;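 cells counted by Cell Tracker Red CMTPX staining in the red channel; peak over a dose series mostly up to 46.1 µM; percent activity relative to internal control wells on each plate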
The depositor's hits bear a star; i = inactive; ? = inconclusive; · = no result given; [ ] = remark or other dose. % is scaled to controls: 0 for no effect and ±100 for the full control effect; potency is read from the fitted curve at half-maximal effect.

Value order: S3 lipid droplet	S3 lipid droplet cell count max
CCOc1cc(CNCCc2c[nH]c3ccccc23)cc(Cl)c1OC
→ ?	·
NCCc1ccc(S(N)(=O)=O)cc1
→ ?	·
CCCCc1ccc(NC2=NCCCS2)cc1
→ ?	·
CCC(C)C1(CC)C(=O)NC(=O)N=C1N (centres undefined)
→ -11%	-3
CC(=O)C1(c2ccccc2)CCN(C(=O)C2CCC(=O)N(CCc3cccc(F)c3)C2)CC1 (centres undefined)
→ -12%	11
CC[N+](C)(CC)CCCOC(=O)C(O)(c1ccccc1)C1CCCCC1 (centres undefined)
→ 5%	17
CCC(C)N1CCN(C(=O)Cc2ccccc2)CC1 (centres undefined)
→ ?	·
CN1CCCN(C(=O)COc2ccccc2Br)CC1
→ -12%	-12
CCCCn1c(=O)c(C(=O)NCc2ccco2)c(O)c2ccccc21
→ 3%	-9
CC(Cc1ccccc1)NC(=O)Cc1ccc([N+](=O)[O-])cc1 (centres undefined)
→ ?	·
COC(=O)C1=C(c2ccc(OC)c(OC)c2)C[C@@H]2CC[C@H]1N2C(=O)NCCOc1ccc(OC)cc1
→ ?	·
COC(=O)C1=C(c2ccccc2OCc2ccccc2)C[C@@H]2CC[C@H]1N2C(=O)NCc1ccc(C(C)(C)C)cc1
→ ?	·
O=C1NC(=O)C2(Cc3ccccc3N3CCCC32)C(=O)N1c1ccc(Cl)cc1 (centres undefined)
→ 0%	22
CC(C)OC(=O)C1C2c3ccccc3C(c3ccccc32)C1C(=O)O (centres undefined)
→ -29%	-5
CCCC1(CCC)C(=O)NC(=Nc2ccccc2)NC1=O
→ ?	·

Following part.
Value order: S3 lipid droplet	S3 lipid droplet cell count max
CCC(=NCc1cccnc1)c1c(O)n(Cc2ccccc2)c(=O)[nH]c1=O
→ ?	·
COc1cc(/C=C2\C(=O)NC(=O)N(c3ccccc3)C2=O)c([N+](=O)[O-])cc1OC
→ ?	·
CC[C@@]1(O)C(=O)OCc2c1cc1n(c2=O)Cc2cc3c(NC(=O)CN)cccc3nc2-1
→ ?	·
Cc1cc(OCC(=O)N2CCCN(C)CC2)ccc1Cl
→ -9%	13
O=C1NC2NC(=O)N([N+](=O)[O-])C2N1 (centres undefined)
→ ?	·
N#CC(c1cccnc1)N1CCOCC1 (centres undefined)
→ i	4
COC(=O)C(C)Oc1cc(C)cc2oc(=O)c3c(c12)CCC3 (centres undefined)
→ ?	·
O=C(O)c1cccc(NC(=O)N2C[C@H]3C[C@@H](C2)c2cccc(=O)n2C3)c1
→ -1%	13
Clc1cccc(CN2CCCCC2c2cccnc2)c1 (centres undefined)
→ 10%[9.22 µM]	·
C=CCn1c(O)c(C(CC)=NCCc2c[nH]c3ccccc23)c(=O)[nH]c1=O
→ -11%	-12
Cc1ccccc1-n1c(O)c(/C=N/NC(=O)c2ccncc2)c(=O)[nH]c1=O
→ -4%	18
CSc1ccccc1C(=O)C1CCCN(Cc2ccccn2)C1 (centres undefined)
→ 6%	14
Cc1ccc(CS(=O)(=O)Cc2ccc(C(=O)N3CCC4(CC3)OCCO4)o2)cc1
→ -7%	-10
COc1ccc(OC)c(C(O)C2CCCCN2)c1 (centres undefined)
→ ?	·
O=C1CC(=O)N(c2ccc(Cl)cc2Cl)C(=O)N1
→ ?	·

Gathered by group: the entries above containing sulfur
Value order: S3 lipid droplet	S3 lipid droplet cell count max
NCCc1ccc(S(N)(=O)=O)cc1
→ ?	·
CCCCc1ccc(NC2=NCCCS2)cc1
→ ?	·
CSc1ccccc1C(=O)C1CCCN(Cc2ccccn2)C1 (centres undefined)
→ 6%	14
Cc1ccc(CS(=O)(=O)Cc2ccc(C(=O)N3CCC4(CC3)OCCO4)o2)cc1
→ -7%	-10

Further entries
Value order: S3 lipid droplet	S3 lipid droplet cell count max
Cc1cccnc1NC1=NCC(C)S1 (centres undefined)
→ 9%	6
COc1cccc(-n2c(O)c(C=NCCN3CCNCC3)c(=O)[nH]c2=S)c1
→ -2%	4
CC12CN3CCN(CC(C3)C1O)C2 (centres undefined)
→ ?	·
C[n+]1c(-c2ccccc2)cc(-c2ccc(O)cc2)cc1-c1ccccc1
→ 24%	-18
CC(=NCC1CCCO1)c1c(O)n(Cc2ccccc2)c(=O)[nH]c1=O (centres undefined)
→ ?	·
COCCCNC(=O)c1c(NC(=O)c2ccco2)n(Cc2ccccc2)c2nc3ccccc3nc12
→ ?	·
CCCCCn1c(=O)c(C(=O)Nc2ccccc2C)c(O)c2ccccc21
→ i	-23
CN1CCC(O)(c2ccccc2)C2CCCC21 (centres undefined)
→ 14%	-9
O=C1NC(=O)C(CCc2ccncc2)(Cc2cccc(Cl)c2Cl)C(=O)N1c1ccc(Br)cc1 (centres undefined)
→ -4%	-14
CC1OC(NCCc2ccccc2)C(O)C(O)C1O (centres undefined)
→ 0%	1
O=C(c1cccc(C(F)(F)F)c1)C1CCCN(Cc2ccccc2O)C1 (centres undefined)
→ 2%	-2
CCNCC1(c2ccc(OC)c(OC)c2)CCCC1
→ ?	·
Nc1ccccc1C(=O)OCCc1ccccc1
→ ?	·
Cc1nc2ccccc2c(=O)n1-c1cccnc1
→ ?	·
CCCCOc1ccc(C(C)=O)cc1Cc1c(O)[nH]c(=S)[nH]c1=O
→ -23%	-5

Next compounds
Value order: S3 lipid droplet	S3 lipid droplet cell count max
CCOc1cc2c(cc1OCC)-n1cccc1C(c1cccc([N+](=O)[O-])c1)NC2 (centres undefined)
→ ?	·
CCN1CCN(c2nc3c(c(=O)[nH]2)CCCC3)CC1
→ ?	·
O=C1NC(=O)N(Cc2ccc(F)cc2)C(=O)/C1=C/c1cccs1
→ -6%	-15
CCOC(=O)c1c(C)n(C(C)C)c2ccc(OC(=O)c3ccc(N4C(=O)CCC4=O)cc3)cc12
→ 1%	-7
O=C(NC1CN2CCC1CC2)c1cc(Cl)c([N+](=O)[O-])c2nc[nH]c12 (centres undefined)
→ ?	·
C1CCC(NC2CCCCC2)CC1
→ ?	·
O=C1C(c2ccccc2)=C(N2CC2)c2ccccc21
→ 14%	13
CCc1nn(CC(=O)N2CCC3(CC2)OCCO3)c(=O)c2cccn12
→ -18%	·
C=CCOC(=O)c1ccccc1N
→ ?	·
O=C(Cc1ccccc1)OCC(=O)N1CCN(S(=O)(=O)c2ccc(Cl)cc2)CC1
→ ?	·
COc1ccc(OCC#CCN2CCC(C)CC2)cc1
→ -10%	3
CCCCn1c(=O)c(C=Nc2ccc(Cl)cc2)c(O)n(Cc2ccco2)c1=O
→ ?	·
CCCOP(=O)(OCCC)C(NC(=O)c1ccccc1)=C(Cl)Cl
→ 2%	-7
O=C(C(=O)N1CCOCC1)c1cn(CCCOc2ccccc2)c2ccccc12
→ ?	·
Cc1cccn2c(NCC3CCCO3)c(C(C)C)nc12 (centres undefined)
→ ?	·

Additional records
Value order: S3 lipid droplet	S3 lipid droplet cell count max
COc1ccc(/C=C2\C(=O)NC(=S)N(C)C2=O)cc1C
→ -4%	6
CCC/C(=N\O)c1c[nH]c2ccccc12
→ ?	·
C=CCN1CC[C@]23c4c5ccc(O)c4O[C@H]2C(=O)CC[C@@]3(O)[C@H]1C5
→ ?	16
Cc1ccc(S(=O)(=O)N2CCCC2c2cccnc2)cc1 (centres undefined)
→ 3%	9
COc1ccc(N2C(=O)NC(=O)/C(=C\c3cn(CC(=O)N4CCOCC4)c4ccccc34)C2=O)c(OC)c1
→ ?	·
CCc1nnc(NS(=O)(=O)c2ccc(N=Cc3c(O)n(-c4ccccc4)c(=O)[nH]c3=O)cc2)s1
→ ?	·
CCOP(=O)(OCC)c1nc(-c2ccccc2)oc1N1CCCCC1
→ ?	·
Brc1ccc(CN2CCNCC2)s1
→ ?	·
O=C1CN=C(c2ccccc2)c2cc(Br)ccc2N1
→ -5%	-7
O=C(CCCCCn1c(=S)[nH]c2ccccc2c1=O)N1CCC2(CC1)OCCO2
→ 14%	·
COc1ccc(C(O)P(=O)(OC(C)C)OC(C)C)cc1 (centres undefined)
→ 43%	24
CN(C)CCn1cnc2ccccc21
→ -3%	1
COC(=O)C1=C(c2ccc(OC)c(OC)c2)C[C@@H]2CC[C@H]1N2C(=O)NCCc1ccccc1
→ ?	·
CCN1CCN(Cc2cc(Br)cc(Br)c2O)CC1
→ i	16
COc1cc(CC2C(=O)N(C)C(=O)N(C)C2=O)ccc1OCc1ccccc1
→ ?	·

Exported field by field: part of the list above
Compound: CCCOP(=O)(OCCC)C(NC(=O)c1ccccc1)=C(Cl)Cl
  S3 lipid droplet: 2%	S3 lipid droplet cell count max: -7
Compound: O=C(C(=O)N1CCOCC1)c1cn(CCCOc2ccccc2)c2ccccc12
  S3 lipid droplet: ?	S3 lipid droplet cell count max: ·

(further entries)
mol,S3 lipid droplet,S3 lipid droplet cell count max
Brc1ccc(-[n+]2c(-c3ccccc3)cc(-c3ccccc3)cc2-c2ccccc2)cc1,?,·
CC(N)Cc1c[nH]c2c1ccc1ccccc12 (centres undefined),i,21
C[C@@H]1C2C[C@@]34COC(=O)C3=CC=C[C@H]4[C@@]13C[C@H](c1ccoc1)O[C@@H]3O2,-21%,7
COC(=O)Cn1cc(C=C2C(=O)N(C)C(=O)N(C)C2=O)c2ccccc21,?,·
CN(C)c1ccc(/C=C2\C(=O)NC(=O)N(Cc3ccc(F)cc3)C2=O)cc1,?,·
O=C(Nc1ccccc1)c1cc([N+](=O)[O-])ccc1N1CCNCC1,?,·
CCC12CN3CCN(CC(C3)C1O)C2 (centres undefined),-6%,-20
COc1ccc(CCN)cc1OC,11%,9
CN1CCN(c2ccc([N+](=O)[O-])c(NCc3ccco3)c2)CC1,?,·
O=c1[nH]c(=O)n(Cc2ccc(F)cc2)c(O)c1C=NCCN1CCCCC1,-4%,13
CC(=NCCCN1CCOCC1)c1c(O)n(Cc2ccccc2)c(=O)[nH]c1=O,18%,2
CCCCn1c(O)c(C(C)=Nc2ccc3c(c2)CCC3)c(=O)[nH]c1=O,2%,18
O=c1[nH]c(=O)n(CCC2=CCCCC2)c(O)c1C=NC1CCN(Cc2ccccc2)CC1,?,·
COc1cc(CN=Cc2c(O)n(C(C)(C)C)c(=O)[nH]c2=O)cc(OC)c1,12%,-2
Cc1nn(Cc2ccccc2)c(Cl)c1C(=O)OC(C)C(=O)Nc1ccc(F)cc1Cl (centres undefined),-15%,2
COC(=O)Cn1cc(C=C2C(=O)NC(=O)NC2=O)c2ccccc21,-9%,-9
O=C(COc1ccc(Cl)cc1)N1CCN(Cc2ccccc2)CC1,?,·
Cc1ccc(/C=C2\C(=O)NC(=S)N(c3ccc(F)cc3)C2=O)o1,?,·
O=Cc1c(C(=O)O)n(Cc2ccccc2Cl)c2ccccc12,-13%,1
Fc1ccc(CNCCc2ccccc2F)cc1,?,·
O=C1CC(N2CC=C(c3ccc(F)cc3)CC2)C(=O)N1c1ccc(F)cc1 (centres undefined),4%,·
Cn1c(O)c(C=Nc2ccccc2Sc2ccccc2)c(=O)n(C)c1=O,10%,-5
CCOP(=O)(OCC)C(NC(=O)c1ccc(C)cc1)=C(Cl)Cl,1%,-11
CN1CCc2nc(SCc3cccc(Br)c3)c(C#N)cc2C1,10%,8
CC1CCN(CCc2nc3ccccc3[nH]2)CC1,-15%,·

Further structures
mol,S3 lipid droplet,S3 lipid droplet cell count max
COC(=O)C1=C(c2cccc(C#N)c2)C[C@@H]2CC[C@H]1N2C(=O)NC1Cc2ccccc2C1,?,·
COc1ccc(C(=O)NC(=S)N2C[C@H]3C[C@H](C2)c2cccc(=O)n2C3)cc1OC,?,·
O=C(c1ccc2c(=O)n(Cc3ccc4c(c3)OCO4)c(=S)[nH]c2c1)N1CCC2(CC1)OCCO2,-18%,-17
CN1c2ccc([N+](=O)[O-])cc2CC2(C(=O)NC(=O)N(c3ccc(Br)cc3)C2=O)C1c1ccccc1 (centres undefined),?,·
O=C(CN1CCCCC1)NCC(=O)Nc1ccc(Br)cc1C(=O)c1ccccc1,-18%,·
COc1ccccc1N1C(=O)NC(=O)/C(=C/c2ccc3c4c(cccc24)CC3)C1=O,-3%,-2
Cc1cc(C(=O)OCC(=O)Nc2c(F)cccc2F)c(C)n1C1CC1,?,·
Clc1ccc(CN2CCNCC2)cc1,?,·
NCC(O)c1cc(O)c(O)cc1F (centres undefined),-15%,·
CCOP(=O)(OCC)C(O)c1cccnc1 (centres undefined),6%,17
N/C(=N\[N+](=O)[O-])N1CCN(C(=O)c2ccccc2)CC1,0%,1
N#Cc1c(N2CCNCC2)nc(-c2ccco2)c2c1CCCC2,-6%,12
COc1ccc(CN2CCN(C(=O)COc3cccc(C)c3)CC2)c(OC)c1,?,·
COc1ccccc1-n1c(O)c(C=NCCN2CCNCC2)c(=O)[nH]c1=O,-7%,-13
CN1CC(C(=O)c2ccc(Cl)cc2)C(c2ccccc2)C1 (centres undefined),6%,-6
O=C(c1cn(Cc2ccccc2)c2ccccc12)C1CC1,5%,0
COCCCOc1ccnc(CS(=O)c2nc3ccccc3[nH]2)c1C (centres undefined),?,·
COC(=O)C1=C(c2ccc(OC)c(OC)c2)C[C@@H]2CC[C@H]1N2C(=O)NC1CC1,?,·
COC1C(OC(=O)c2ccc(C)[nH]2)C(O)C(Oc2ccc3c(O)c(NC(=O)c4ccc(O)c(CC=C(C)C)c4)c(=O)oc3c2Cl)OC1(C)C (centres undefined),?,·
Cn1c(O)c(Cc2ccc(OCc3ccccc3)cc2)c(=O)n(C)c1=O,?,·
CCCNC(=O)N1CCC2(CC1)OCCO2,?,·
COc1ccc(CCn2c(O)c(C=NCCCn3ccnc3)c(=O)[nH]c2=O)cc1OC,?,·
COc1ccc(/C=N\N=C(N)N)cc1,12%,-2
Cn1cc(C(=O)OCC(=O)NC2CCCC2)c2ccccc21,-1%,-19
Oc1ccc(CC2CC3CCN2CC3)cc1O (centres undefined),-1%,1
CCC(=NCCCN1CCOCC1)c1c(O)n(-c2ccccc2C)c(=O)[nH]c1=O,-6%,13

Source: PubChem

This is a subset; count on the stated rates, not on these rows.
